From PubChem BioAssay
DTT redox prof – compounds producing H2O2 with reducing agent – biochemical, NIH compound library profiling, artefact control for MLSCN library redox annotation, primary screen | DTT-dependent redox cycling H2O2, phenol red/HRP absorbance; 100% = 100 µM peroxide control, 0% = buffer | AID 878 | 200,000 tested, 0.03% active | activation, % at 10 µM;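 active = activation of at least 50% relative to the plate's high and low controls in the primary single-dose screen; inactive = activation below 50%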;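 note: compound incubated with DTT at 0.8 mM final as the reducing agent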
Lmaj promast – inhibitors of Leishmania major promastigote growth; Leishmania major promastigotes, resazurin fluorescence viability; inhibition, % at 10 µM; 200,000 tested, 9% active; in the data active = inhibition above about 50%;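 note: promastigotes grown with compound for 44 hours at 28 °C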
PMI act hi M6P – activators of human phosphomannose isomerase at near-saturating mannose 6-phosphate; P34949; AID 1216; coupled PMI enzyme assay, resazurin fluorescence, 20 min; stronger effect = higher value; 1 = untreated enzyme, 0 = substrate-free blank; activation factor at 20 µM; 190,000 tested, 0.34% active;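 active = activation factor of 2 or more at 20 µM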
Target sequence (P34949 whole entry, looked up): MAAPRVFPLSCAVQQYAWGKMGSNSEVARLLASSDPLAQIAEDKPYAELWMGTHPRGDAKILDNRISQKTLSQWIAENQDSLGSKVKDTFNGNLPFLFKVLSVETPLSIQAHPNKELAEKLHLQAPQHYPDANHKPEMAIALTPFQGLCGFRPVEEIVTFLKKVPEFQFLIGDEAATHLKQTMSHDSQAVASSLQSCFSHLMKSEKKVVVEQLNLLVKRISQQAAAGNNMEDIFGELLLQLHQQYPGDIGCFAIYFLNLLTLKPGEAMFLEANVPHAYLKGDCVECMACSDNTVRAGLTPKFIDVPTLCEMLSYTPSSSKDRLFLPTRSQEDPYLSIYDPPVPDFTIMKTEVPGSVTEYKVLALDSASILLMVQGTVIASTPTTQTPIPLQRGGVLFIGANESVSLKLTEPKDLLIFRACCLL
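Material: human phosphomannose isomerase with PGI, G6PDH, diaphorase coupling enzymes / Reagent: Man-6-P substrate 1.0 mM / Dosing: single compound dose of 20 µM, 1% DMSO final / Incubation: enzyme reaction with compound 20 min at room temperature / Signal: resorufin fluorescence (Ex 544/Em 590 nm) from resazurin via diaphorase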
TNAP inh no acc – TNAP (human) inhibition, acceptor-free conditions; P05186; purified TNAP, CDP-star luminescence, 30 min; inhibition, % at 20 µM; 200,000 tested, 0.26% active; AID 1012;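 active = tissue-nonspecific alkaline phosphatase inhibition above about 50% at 20 µM in the single-dose screen, limit read from the data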;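 note: 0% = DMSO negative control and 100% = EDTA positive control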
Hsp70 activator – transcriptional activators of Hsp70. HeLa Hsp70 promoter luciferase reporter, luminescence; scaled: vehicle 0, proteasome-inhibitor control 100%. activation, % at 10 µM. 200,000 tested, 0.04% active. AID 1203;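 active = activation above the mean across all tested compounds plus 3 SD, cutoff set per campaign, cut at about 5.5% in these data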;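 note: 100% = MG132 at 30 µM as the positive control and 0% = DMSO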
RAM network inh – yeast RAM network inhibition | 190,000 tested, 1.8% active | inhibition, % at 50 µM | S. cerevisiae dse1pr::URA3 reporter, 5-FOA growth OD615, 2 d; analog-sensitive cbk1-as2 kinase mutant strain;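 active = inhibition above a set limit, 3 SD over mean compound inhibition, cut at about 8.4% in these data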;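 note: 0% = DMSO-only wells with no growth and 100% = 10 µM 1-NA-PP1 full growth; inhibition rescues growth on 5-FOA so higher OD means more RAM inhibition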
TNAP inh hi DEA – TNAP (human) inhibition, high acceptor; inhibition, % at 20 µM; purified TNAP, CDP-star luminescence, 1 M DEA; 200,000 tested, 0.03% active; P05186;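 active = over 50% inhibition of tissue-nonspecific alkaline phosphatase at 20 µM in the single-dose screen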;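 note: plate controls were DMSO wells for no effect and EDTA-quenched wells as full inhibition for full effect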
PMI activator – activators of human phosphomannose isomerase. activation factor at 20 µM. 190,000 tested, 0.005% active. P34949. purified human PMI, coupled resazurin fluorescence, 20 min; stronger effect = higher value; 1 = vehicle control, 0 substrate-free wells;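 active = activation factor of 2 or more at 20 µM, relative to plate controls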
Efa HMGR inh – inhibitors of class II HMG-CoA reductase from Enterococcus faecalis. purified E. faecalis HMGR, NADPH absorbance 340 nm kinetic. inhibition, % at 10 µM. 190,000 tested, 0.41% active;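 active = inhibition above a set limit, the median over all tested compounds plus 3 SD, cut at about 9.5% in these data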;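 note: enzyme runs in reverse so mevalonate oxidation gives rising NADPH absorbance; 0% = complete reaction with DMSO and 100% = background rate lacking mevalonate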
S1P3 antag – antagonists of human S1P3 receptor; AID 485; 170,000 tested, 0.27% active; inhibition, % at 4.98 µM; CHO S1P3 NFAT-BLA reporter, FRET fluorescence, antagonist mode;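 active = inhibition above the plate cutoff, the mean inhibition of test wells on that plate plus 3 SD, cut at about 28% in these data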;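 note: cells challenged with S1P at its EC80 of 0.8 µM; blue over green emission ratio from cleaved BLA substrate after 4 h stimulation; 0% = S1P-stimulated wells and 100% = unstimulated DMSO-only wells; some compounds past the cut are filed as inactive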
Target sequence (Q99500 whole entry, looked up): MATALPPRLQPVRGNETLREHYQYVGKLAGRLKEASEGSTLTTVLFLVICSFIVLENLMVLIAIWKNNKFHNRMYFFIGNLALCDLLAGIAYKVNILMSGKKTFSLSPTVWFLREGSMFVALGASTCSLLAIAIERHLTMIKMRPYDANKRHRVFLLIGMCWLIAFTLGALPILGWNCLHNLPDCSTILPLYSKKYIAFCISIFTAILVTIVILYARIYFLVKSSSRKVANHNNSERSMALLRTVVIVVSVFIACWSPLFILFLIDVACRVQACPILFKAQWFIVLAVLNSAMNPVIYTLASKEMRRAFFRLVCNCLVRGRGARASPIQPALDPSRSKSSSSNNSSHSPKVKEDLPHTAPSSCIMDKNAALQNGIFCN
An asterisk follows results filed as active; / = not tested or not shown. Compounds as they come; overall some 12% were active at least once.

SMILES | DTT redox prof | Lmaj promast | PMI act hi M6P | TNAP inh no acc | Hsp70 activator | RAM network inh | TNAP inh hi DEA | PMI activator | Efa HMGR inh | S1P3 antag
COc1cc(C(=O)Nc2ccc(O)cc2)ccc1OC(C)=O | 3.5 | -4.4 | 1 | -9.7 | 0.2 | -0.8 | -4.8 | 0.9 | -2.6 | /
C=C(C(=O)c1ccccc1)C(C)CC(=O)c1ccccc1 (stereo unspecified) | 0.5 | 85.7* | 0.9 | -0.3 | -0.1 | 0.0 | -0.9 | 0.8 | -0.7 | -27.3
CC(=O)NCCn1c(SCC(=O)NC2CCCCC2)nc2ccccc2c1=O | -0.3 | 2.5 | 1 | -13.0 | -0.3 | 3.4 | -4.5 | 1.1 | -1.1 | 4.4
CCN(CC)CCNC(=O)c1ccc(NC(=O)c2c(F)cccc2Cl)cc1 | -0.9 | 7.3 | 0.9 | -10.5 | -0.5 | -0.1 | 0.2 | 0.9 | 0.3 | -14.9
COC(=O)c1ccccc1NC(=O)c1ccc(-c2ccc(Br)cc2)o1 | 0.1 | -2.9 | 1 | -21.4 | 0.1 | 1.3 | -5.6 | 1 | -7.4 | /
CCCCn1c(SCc2nc(N)nc(Nc3ccccc3C)n2)nc2ccccc2c1=O | 0.5 | 32.3 | 0.9 | -7.7 | -0.4 | 1.5 | -1.6 | 0.9 | -3.5 | /
O=C1c2ccccc2C(=O)N1CCCCON1C(=O)c2ccccc2C1=O | -0.7 | 40.1 | 1.1 | -12.9 | 0.0 | 2.0 | -5.9 | 1.1 | -4.1 | 1.2
O=C(Nc1cccc([N+](=O)[O-])c1)Nc1cccs1 | -0.1 | 4.8 | 1 | -3.0 | -0.1 | -0.5 | -3.7 | 1 | -8.0 | 10.1
O=C(Nc1ccccc1C(F)(F)F)Nc1cccc2ccccc12 | -2.9 | 3.2 | 0.8 | -17.1 | 0.0 | 1.9 | -6.4 | 0.9 | -1.9 | /
COc1cccc(NC(=O)c2nnn(Cc3ccc(Br)cc3F)c2N)c1 | 0.1 | 19.7 | 0.8 | -11.0 | 0.1 | 2.9 | -5.6 | 0.9 | 1.3 | -24.2
CSc1ccc(S(=O)(=O)NCc2ccccc2)cc1 | 0.4 | -3.3 | 1 | -2.7 | -0.2 | 1.6 | 1.6 | 0.9 | -5.0 | /
Cn1c(=N)n(CC(=O)c2cccs2)c2ccccc21 | -3.8 | -4.9 | 1 | -6.3 | 0.5 | 0.0 | -3.6 | 1 | -0.9 | /
CCCCCc1c2c(cc(O)c1C(=O)O)OC(=O)c1c(cc(OC)cc1C(=O)CCCC)O2 | 0.4 | -21.2 | 0.9 | -0.3 | 0.0 | 13.3* | -4.3 | 0.9 | 0.1 | 8.4
O=C(CNC(=S)N(Cc1ccccc1)Cc1cccnc1)NC1CCCC1 | -0.7 | 1.5 | 0.9 | -7.4 | -0.1 | 0.4 | 0.4 | 0.8 | -7.3 | -2.9
CCN(Cc1ccccc1)Cc1nc(CCc2ccccc2)no1 | 1.1 | 2.0 | 1 | -3.9 | -0.3 | 0.5 | -1.6 | 0.9 | 1.1 | 6.9
O=C(NCc1ccccc1)C(C(=O)c1ccc(F)cc1)n1ccccc1=O (stereo unspecified) | 2.0 | -6.1 | 0.8 | 2.2 | 0.2 | 2.2 | -1.7 | 1 | -2.6 | /
CCOc1ccccc1OCCCOc1ccc([N+](=O)[O-])cc1Cl | 2.9 | -2.0 | 1.1 | -4.3 | -0.4 | 2.1 | -3.0 | 1.1 | / | /
COc1ccc(S(=O)(=O)N2CCC(C(=O)NC3CC3)CC2)cc1Cl | 0.5 | -0.1 | 1 | -14.1 | 0.0 | 0.3 | -6.1 | 1 | 0.6 | -9.5
COc1ccc(/C=C2\SC(=S)N(CC(=O)Nc3nnc(C)s3)C2=O)cc1 | 0.4 | 1.0 | 1.1 | 7.6 | 0.1 | 7.8 | -0.9 | 1.1 | -1.7 | 3.3
O=C(OC1CCOC1=O)c1cc(-c2ccc(Cl)cc2)nc2ccccc12 (stereo unspecified) | 1.6 | -3.0 | 0.8 | -6.0 | -0.3 | 4.3 | 0.0 | 0.8 | 0.8 | /

Full records from above. Order of screens: DTT redox prof, Lmaj promast, PMI act hi M6P, TNAP inh no acc, Hsp70 activator, RAM network inh, TNAP inh hi DEA, PMI activator, Efa HMGR inh, S1P3 antag
Cn1c(=N)n(CC(=O)c2cccs2)c2ccccc21 is listed as -3.8, -4.9, 1, -6.3, 0.5, 0.0, -3.6, 1, -0.9, /
CCCCCc1c2c(cc(O)c1C(=O)O)OC(=O)c1c(cc(OC)cc1C(=O)CCCC)O2 is listed as 0.4, -21.2, 0.9, -0.3, 0.0, 13.3*, -4.3, 0.9, 0.1, 8.4
COc1ccc(/C=C2\SC(=S)N(CC(=O)Nc3nnc(C)s3)C2=O)cc1 is listed as 0.4, 1.0, 1.1, 7.6, 0.1, 7.8, -0.9, 1.1, -1.7, 3.3

Remaining list, next part:
SMILES | DTT redox prof | Lmaj promast | PMI act hi M6P | TNAP inh no acc | Hsp70 activator | RAM network inh | TNAP inh hi DEA | PMI activator | Efa HMGR inh | S1P3 antag
CN(C)c1nnnn1-c1ccccc1Oc1ncc(C(F)(F)F)cc1Cl | 0.5 | -0.6 | 1 | -6.8 | -0.2 | 1.4 | -2.6 | 1 | 1.7 | 0.6
Nc1c(Cl)cnc(C(Cl)(Cl)Cl)c1Cl | 0.5 | 9.1 | 0.9 | -11.9 | -0.1 | 0.6 | -4.3 | 0.9 | 1.2 | -5.2
COc1cc(SC)ccc1C(=O)Nc1ncc(C)s1 | 0.3 | 66.5* | 0.9 | -14.9 | -0.6 | 2.2 | -5.9 | 0.9 | -1.8 | 2.0
Nc1c2c(nc3ccn(-c4ccccc4)c(=O)c13)CCCCC2 | 2.1 | 41.9 | 1 | -11.1 | -0.3 | 3.9 | -6.1 | 1.1 | -5.0 | 4.1
O=C1/C(=C/c2ccco2)Oc2c1ccc(O)c2CN1CCCCC1 | 0.2 | 1.9 | 1.1 | 6.4 | -0.6 | -1.2 | 7.7 | 1.4 | 3.5 | 5.2
COc1ccc(OCC(=O)Nc2ccccc2C(=O)N2CCCC2)cc1 | -0.3 | 6.0 | 0.9 | -6.6 | -0.1 | 1.6 | 0.1 | 1 | 1.8 | 18.8
Cc1c(NC(=O)CN2C(=O)C(=O)c3ccccc32)c(=O)n(-c2ccccc2)n1C | -0.7 | -7.3 | 0.8 | -4.9 | -0.3 | -0.6 | -3.2 | 0.8 | 1.1 | -11.8
Cc1cc(OC(=O)CNC(=O)OC(C)(C)C)c2c(C)cc(=O)oc2c1 | 0.1 | -6.6 | 1.1 | 2.8 | 0.0 | 1.4 | -4.0 | 1 | -4.0 | 11.3
CCN(CC)CCNC(=O)Cc1c(C(=O)O)n(CC)c2ccccc12 | -0.3 | -7.9 | 0.9 | -7.6 | -0.4 | 1.4 | -0.4 | 0.9 | -6.7 | -15.7
CCn1c(CNC(=O)COc2ccc(C(C)C)cc2)nnc1SCC(=O)Nc1cc(F)ccc1C | -7.6 | 12.3 | 1 | -9.6 | -0.1 | 2.9 | -1.5 | 0.9 | 4.8 | /
Cc1ccc(N=C2NC(=O)S/C2=C\c2ccco2)cc1 | 0.9 | -0.4 | 0.9 | -1.6 | 0.1 | 2.4 | 0.4 | 0.9 | 2.7 | 7.5
CCn1c(C(C)NC(=O)c2cccc(C)c2)nc2ccccc21 (stereo unspecified) | -2.1 | -1.9 | 1 | -1.9 | -0.3 | 1.3 | -6.8 | 1 | 5.1 | 0.1
CS(=O)(=O)N1CCc2cc(S(=O)(=O)Nc3ccc4c(c3)OCCO4)ccc21 | 1.2 | 23.2 | 0.9 | -7.0 | -0.1 | 1.2 | -1.0 | 0.8 | -3.0 | 7.3
CC(C)N(CC(=O)Nc1ccc(Cl)cc1C(F)(F)F)C(=O)CCl | 0.1 | 3.3 | 1.1 | -13.0 | 0.3 | 1.6 | -7.8 | 1.3 | 1.3 | -10.5
COCc1nnc(NC(=O)c2cccc(NC(=O)C(C)C)c2)s1 | -0.2 | -6.9 | 1.1 | -13.8 | -0.1 | 1.0 | -6.1 | 1 | -4.6 | 8.5
O=C(CCN=C1NS(=O)(=O)c2ccccc21)N1CCc2ccccc2C1 | 0.6 | 2.5 | 0.9 | -8.0 | 0.0 | 0.8 | -3.8 | 0.9 | 1.0 | 2.1
COc1ccc(/C=N/NC(=O)C(=O)NCc2cccnc2)cc1OC | -4.5 | -3.0 | 1 | -11.5 | -0.4 | 0.9 | -4.2 | 1 | -2.2 | /
CS(=O)(=O)Nc1ccc2c(c1)nc1n2CCOC1 | -0.3 | -6.4 | 1 | -10.6 | -0.3 | 1.1 | -4.3 | 1 | -11.6 | 13.4
O=C(CCS(=O)(=O)c1cccc2nonc12)NCCc1ccccc1Cl | -3.0 | -2.5 | 0.9 | -9.9 | -0.2 | 6.8 | -4.5 | 0.9 | 3.1 | /
CCOC(=O)N1CCN(C(=O)CNC(=O)c2nn(-c3ccc(OC)cc3)c(=O)c3ccccc23)CC1 | -4.0 | -8.2 | 1 | -18.4 | -0.1 | -1.2 | -1.3 | 1 | -0.8 | /
CNC(=O)CSc1nc(-c2ccccc2)c(-c2ccccc2)[nH]1 | -6.6 | -2.2 | 1 | 1.8 | 0.6 | -0.9 | -4.6 | 1 | -3.6 | /
Cc1ccc(S(=O)(=O)NN2C(=O)c3ccccc3NC2C)cc1 (stereo unspecified) | 0.0 | -3.2 | 1.1 | -10.8 | 0.2 | 0.7 | 3.1 | 0.9 | 3.0 | -3.1
C/C(=N\NC(=O)CSc1nc(C)cc(C)n1)c1ccc2c(c1)OCCO2 | 0.2 | -7.9 | 0.9 | -14.6 | 0.0 | 0.7 | -5.7 | 1 | 6.0 | -7.8
CCOc1nc(NCCO)nc(Nc2cc(Cl)ccc2OC)n1 | -0.2 | 9.0 | 1.1 | -6.2 | 0.3 | 2.2 | -4.2 | 1 | 3.0 | -8.2
COc1ccc2nc(C)cc(C(=O)O)c2c1 | 1.4 | -6.5 | 1 | -16.4 | -0.4 | 1.8 | -6.5 | 1.1 | 3.0 | -38.5
O=C(NCC1CCCC(CNC(=O)N2CCc3ccccc32)C1)N1CCc2ccccc21 (stereo unspecified) | 0.2 | 0.8 | 0.9 | -27.8 | -0.1 | / | -8.0 | 0.9 | -2.7 | /
COC(=O)c1nn(C23CC4CC(CC(C4)C2)C3)c2c1C(=O)N(c1ccc(F)cc1)C2=O | -3.3 | -6.3 | 1 | -12.1 | -0.1 | 1.9 | -4.9 | 1 | 2.8 | /
Cc1onc(-c2c(Cl)cccc2Cl)c1C(=O)NCc1cccs1 | -0.7 | 3.0 | 1 | -11.2 | -0.5 | 2.5 | -2.5 | 1 | -3.6 | -9.1
COc1ccc(-n2c3nc4ccccc4nc3c3c(=N)oc(C)nc32)cc1 | 0.2 | 5.8 | 0.4 | -12.9 | -0.2 | 2.4 | -1.9 | 0.9 | -5.0 | 5.2
Cc1ccnc(SCC(=O)c2ccc(Br)s2)n1 | -0.6 | -7.2 | 1.1 | -10.1 | -0.2 | -0.4 | -5.5 | 1.1 | 8.0 | -17.5
